KOR beta-arrestin-1 = kappa opioid receptor activators – cell-based, luminescence, uHTS, primary screen (AID 1777) | KOR beta-arrestin recruitment, luminescence; higher % means a stronger effect | one-dose activation, % at 10 µM; EC50 in µM for titrated hits | 0.02% of 280,000 active; in the data active = activation above about 50%, passing the limit was not always enough; also: a part of the inactive calls stands beside numbers as strong as those of hits
KOR beta-arrestin-2 = KOR antagonists, beta-arrestin recruitment, cell-based, luminescence, uHTS (AID 1778). 0.091% of 290,000 active. KOR beta-arrestin recruitment, luminescence, antagonist mode; higher % means a stronger effect. inhibition, % at 10 µM, or IC50 in µM where a hit was titrated; in the data active = inhibition above about 50%; also: strong numbers were not always called active
AID2073 = inhibitors of Mint1-CaV2.2 protein interaction, biochemical, HTRF (AID 2073); HTRF protein-protein interaction, Mint1-CaV2.2; higher % means a stronger effect; 0.19% of 290,000 active; one-dose inhibition, % at 20 µM; IC50 in µM for titrated hits; in the data active = inhibition mostly above about 51%, no sharp cut-off; inconclusive = no clear call, values can overlap the other calls; inactive = mostly below about 53%; also: some results filed as inactive read as strong as hits
GPR55 antagonists = GPR55 antagonists blocking LPI-driven arrestin recruitment, primary screen, imaging, U2OS, beta-arrestin-GFP, LPI agonist (AID 2013) | U2OS GPR55 beta-arrestin-GFP translocation imaging, LPI antagonism; higher % means a stronger effect | inhibition, % at 10 µM; hits with a dose series show IC50 in µM | 0.13% of 290,000 active;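 active = spots per cell inhibited over 60%, with over 100 cells counted and total cytoplasm intensity under 500,000; inconclusive = wells with under 100 cells, flagged as likely toxic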;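 also: U2OS cells stably carrying GPR55 and arrestin-GFP stimulated by 5 µM LPI near EC80; imaged beta-arrestin-GFP aggregate spots per cell after agonist stimulation; plate controls were LPI-stimulated DMSO wells for no effect and DMSO wells without LPI for full effect; some results filed as inactive read as strong as hits; confirmed hits need IC50 under 10 µM and bright autofluorescent wells are also inconclusive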
NOD1 NF-kB reporter = NOD1 signaling inhibitors, primary screen, cell-based, luminescence, uHTS (AID 1578); 1% of 290,000 active; inhibition, % at 4 µM, or EC50 in µM where a hit was titrated; NOD1-driven NF-kB luciferase reporter cells, luminescence; higher % means a stronger effect; in the data active = inhibition mostly above about 36%, no sharp cut-off; inactive = mostly below about 34%;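 also: HEK-293T reporter cells stimulated with the NOD1 agonist gamma-tri-DAP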
GPR55 activation = GPR55 agonists via beta-arrestin recruitment, primary screen, imaging, U2OS cells, beta-arrestin-GFP redistribution (AID 1961); U2OS GPR55 beta-arrestin-GFP redistribution imaging; higher % means a stronger effect; one-dose activation, % at 10 µM; EC50 in µM for titrated hits; 0.048% of 290,000 active;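 active = activation above 40% with more than 50 cells counted in the well; inconclusive = wells holding fewer than 50 cells, flagged as toxic or sparse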;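 also: U2OS osteosarcoma cells stably expressing GPR55 and beta-arrestin-GFP; plate controls were DMSO negative control for no effect and LPI positive control for full effect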
Siah-1 displacement = blockers of Siah-1 interaction with plectin peptide – biochemical, fluorescence polarization, rhodamine-plectin, uHTS, primary screen (AID 1817); Siah-1 / rhodamine-plectin peptide fluorescence polarization; higher % means a stronger effect; one-dose displacement, % at 20 µM; IC50 in µM for titrated hits; 0.02% of 290,000 active;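 active = displacement of at least 50% at 20 µM, with a fluorescence ratio check between 0.3 and a set limit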;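 also: plate controls were Siah plus tracer with DMSO for no effect and tracer alone without Siah for full effect; strong numbers were not always called active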
HIV peptide binding = cell-free HIV fusion peptide-binding blockers – biochemical, uHTS, fluorescence dequenching, primary screen (AID 1986); inhibition, % at 20 µM; hits with a dose series show IC50 in µM; 0.3% of 290,000 active; cell-free peptide binding, fluorescence dequenching, 30 min; higher % means a stronger effect; in the data active = inhibition mostly above about 52%, no sharp cut-off; inactive = mostly below about 76%; also: some results filed as inactive read as strong as hits
GPR35 antagonists = inhibition of zaprinast-stimulated GPR35 beta-arrestin translocation – imaging, U2OS, beta-arrestin-GFP, zaprinast agonist, primary screen (AID 2058). 0.052% of 290,000 active. U2OS GPR35 beta-arrestin-GFP translocation imaging, zaprinast antagonism; higher % means a stronger effect. inhibition, % at 10 µM, or IC50 in µM where a hit was titrated;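 active = inhibition of at least 50% with at least 30 cells and total cytoplasm GFP at most 10,000,000; inconclusive = under 30 cells or total GFP of 10,000,000 plus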
* hit, by the source's call; ? = inconclusive; . = no result given; [ ] = remark or other dose. The list is partial, so the mix of outcomes need not match the whole.

SMILES	KOR beta-arrestin-1	KOR beta-arrestin-2	AID2073	GPR55 antagonists	NOD1 NF-kB reporter	GPR55 activation	Siah-1 displacement	HIV peptide binding	GPR35 antagonists
CC(=O)N1c2ccc(S(=O)(=O)N(C)CC(=O)N3CCCC3)cc2CC1C (configuration not stated)	-4.1%	-2%	2%	5%	-23%	-0.1%	-4%	-1.1%	-1%
Cc1cccc(C)c1NC(=O)CN	3.4%	0%	0%	3%	-12%	0.0%	6%	2.3%	-1%
Cc1ccccc1C(=O)N1CCN(c2ccc(NC(=S)NC(=O)c3cccs3)cc2)CC1	-3.4%	-40%[20 µM]	8%	1%	34%	-0.1%	-4%	-3.6%	-15%
Cc1ccc(SCC(=O)NCc2ccccc2)cc1	1.8%	-13%	2%	8%	-36%	0.5%	5%	-1.5%	0%
Cc1ccc(S(=O)(=O)CC(=O)Nc2ccc(S(=O)(=O)Nc3onc(C)c3C)cc2)cc1	0.6%	20%	2%	11%	-4%	-0.1%	3%	0.3%	-1%
O=C(CN1C(=O)C2C3C=CC(C3)C2C1=O)N1CC=C(c2ccccc2)CC1 (configuration not stated)	1.7%	-17%	-2%	3%	-4%	-0.1%	-2%	-0.4%	5%
COc1ccc(/C=C/C(=O)c2ccc[nH]2)cc1OC	-0.4%	-2%	13%	-15%	-45%	-0.1%	-1%	3.4%	4%
Cc1cc(C)cc(NC(=O)Nc2cc(-c3ccccc3)nn2C)c1	6.7%	12%	13%	-1%	-12%	-0.2%	16%	-0.3%	-4%
O=C(CC(=O)c1c(F)cccc1Cl)c1ccccc1O	5.0%	20%	21%	-4%	6%	-0.1%	4%	5.3%	-15%
CCOC(=O)c1cccnc1SCC(=O)NC(C)CC (configuration not stated)	-1.7%	40%	-2%	-3%	-37%	0.2%	3%	0.4%	-18%
Cn1cnnc1SCCn1c(N2CCCCC2)nc2c1c(=O)[nH]c(=O)n2C	-3.1%	-8%	3%	-4%	12%	-0.2%	-6%	-1.2%	-11%
Cc1nccn1CCCN1C(=O)OC2(CCCCC2)C1(C)O (configuration not stated)	5.9%	27%	2%	0%	-24%	-0.1%	1%	0.9%	6%
O=C(c1ccc2c(c1)OCO2)N1CCC2(CC1)Oc1ccc(F)cc1C(=O)C21CC(c2ccccc2)=NO1 (configuration not stated)	6.5%	12%	9%	12%	2%	-0.2%	0%	-1.7%	-2%
CCOC(=O)CC(=O)c1cc(OC)c(OC)c(OC)c1	12%	-25%	11%	-9%	19%	0.7%	-3%	3.5%	4%
O=C(c1cnc2ccc(Cl)cc2c1Cl)N1CCOCC1	.	-28%[20 µM]	1%	-2%	-25%	0.2%	5%	1.3%	-2%
COc1c(OC)c(O)c2c(=O)c(O)c(-c3ccccc3)oc2c1OC	2.4%	-18%	-6%	8%	-12%	0.1%	0%	-3.0%	-13%
c1coc(-c2nc(-c3ccco3)c(-c3ccco3)nc2-c2ccco2)c1	-3.8%	-28%	?	14%	-6%	-0.1%	60%	1.8%	15%
CCOC(=O)c1cc(C(=O)OCC)cc(-n2cc(O)c(C(=O)OCC)n2)c1	0.9%	-14%	0%	1%	1%	-0.1%	-1%	-0.6%	-9%
CCCCC(c1nnnn1CCOC)N1CCN(Cc2ccccc2)CC1 (configuration not stated)	-6.6%	11%	1%	6%	2%	0.1%	2%	5.7%	-17%
CCCCN(C)C(=S)Nc1ccsc1C(=O)OC	-7.4%	16%	-13%	7%	1%	-0.1%	-6%	0.0%	8%
COc1ccc(C(=O)Nc2ccc3ccccc3c2)cc1	3.2%	0%	?	8%	18%	-0.1%	-10%	-1.2%	19%
COc1ccc(/C=N/NC(=O)C(=O)NCc2cccnc2)cc1OC	4.8%	-17%	3%	-12%	-23%	0.0%	0%	-0.9%	23%
CC(C)(C)NS(=O)(=O)c1ccc(OCC(=O)Nc2ccc3c(c2)OCCO3)cc1	1.1%	-17%	-5%	8%	12%	-1.0%	-4%	-2.3%	8%
CC1Cc2cc(/C(O)=C3/C(=O)C(=O)N(CCCn4ccnc4)C3c3ccco3)ccc2O1 (configuration not stated)	1.4%	-6%	-3%	9%	10%	0.6%	0%	11%	-10%
O=C1Nc2cc(C(=O)N3CCC(N4CCCCC4)CC3)ccc2S/C1=C\c1ccccc1	-4.9%	0%	0%	1%	-20%	-0.2%	-6%	0.6%	9%
COc1ccc(-c2csc(N3CCC(C(N)=O)(N4CCCCC4)CC3)n2)cc1	5.0%	-14%	-24%	7%	.	-0.1%	3%	-0.2%	13%
O=C(CSCc1ccc(Br)cc1)N1CCCC1	-6.5%	-18%[20 µM]	-6%	4%	-17%	0.4%	11%	-1.6%	1%
O=C(CNC(=O)c1ccco1)N=Nc1c(O)n(CCc2ccccc2)c2ccccc12	3.7%	-47%	2%	-12%	2%	-0.1%	-2%	-1.3%	10%
CN1C(=O)C2(c3ccccc31)C1CCCC=C1C(C#N)=C(N)C2(C#N)C#N (configuration not stated)	2.1%	-18%	4%	-2%	6%	-0.1%	0%	11%	2%
CC1(C)CC(CCN)(Cc2ccccc2Cl)CCO1 (configuration not stated)	-1.5%	4%	8%	12%	-5%	-0.1%	6%	1.6%	5%
O=C(NCc1ccccc1Cl)C(=O)NCC1OCCN1S(=O)(=O)c1ccc(F)cc1 (configuration not stated)	5.3%	-16%	16%	8%	-20%	0.4%	-2%	1.1%	-3%
Cc1cccc2nc(-c3cccnc3)c(NCCC(C)C)n12	.	0%[20 µM]	19%	16%	-23%	-0.1%	7%	0.3%	11%
CC(C)C(=O)Nc1nc2cc3c(cc2s1)OCO3	-1.0%	-19%	16%	-7%	-15%	0.3%	6%	2.6%	6%
CCOc1cccc(CNc2ccc(O)cc2)c1OCc1ccc(Cl)cc1	-2.7%	9%	-18%	.	22%	-0.1%	28%	27%	-1%
Cc1c(C)n2c3c(cccc13)CC2	-0.4%	-45%	-4%	-9%	-8%	0.1%	-2%	3.4%	17%
O=C(CN1CCCCC1)N1c2ccccc2Sc2ccc(C(F)(F)F)cc21	-8.0%	14%	-3%	15%	-14%	0.5%	4%	1.5%	-12%
CN1CCN(c2ccccc2NC(=O)c2ccc(N3CCCCC3)c([N+](=O)[O-])c2)CC1	0.0%	-68%[20 µM]	-4%	-19%	5%	0.3%	-8%	-1.2%	0%
COc1cccc(C(=O)N2CCN(C(=O)c3ccc(-c4ccccc4)cc3)CC2)c1OC	1.3%	-2%[20 µM]	7%	0%	-10%	0.0%	13%	0.2%	4%
CCn1c(COc2ccccc2)nnc1SCc1ccc(C#N)cc1	0.7%	21%	-10%	10%	-8%	0.3%	2%	1.2%	-11%
COc1cccc(C(=O)C2CCCN(Cc3cccc(-n4nc(C)cc4C)c3)C2)c1 (configuration not stated)	-1.3%	2%	-4%	-2%	10%	-0.3%	9%	0.8%	6%
COc1ccc(NC(=O)COC(=O)/C=C/c2ccc(OC)c(S(=O)(=O)N3CCOCC3)c2)cc1	1.3%	-15%	2%	4%	-15%	0.2%	4%	1.9%	8%
Cc1cc(C)cc(Oc2ccc(N)cc2)c1	-1.7%	-3%	18%	0%	-28%	-0.2%	0%	1.7%	-6%
CCN(CC)S(=O)(=O)c1ccc(C(=O)NN(C)C2=NS(=O)(=O)c3ccccc32)cc1	-4.3%	-9%[20 µM]	-2%	0%	-25%	0.2%	-3%	0.3%	3%
O=C(Cc1nnc(NC(=O)Nc2ccc(F)cc2)s1)Nc1ccccc1	-1.0%	-46%[20 µM]	14%	-8%	-17%	-0.1%	-2%	1.7%	6%
O=C1OC(OC2CCCCC2)(c2ccccc2)c2ccccc21 (configuration not stated)	4.7%	5%	1%	10%	9%	-0.1%	2%	0.5%	5%
CCOC(=O)c1ccc([N+](=O)[O-])c(CS(=O)(=O)c2ccc(Cl)cc2)c1	-4.8%	-8%	8%	9%	-4%	-0.1%	1%	-1.3%	-4%
CC1(C)Cc2cccc(OCC(=O)Nc3ccc(OCC(N)=O)cc3)c2O1	-5.8%	2%	-13%	-13%	-27%	1.8%	2%	0.8%	0%
CCSc1n[nH]c2nc3c(c(=O)n12)C1(CCCCC1)Cc1ccccc1-3	6.8%	-16%	21%	8.6µM*	-13%	-0.1%	-7%	2.2%	-6%

Among those listed so far, these contain a halogen.
SMILES	KOR beta-arrestin-1	KOR beta-arrestin-2	AID2073	GPR55 antagonists	NOD1 NF-kB reporter	GPR55 activation	Siah-1 displacement	HIV peptide binding	GPR35 antagonists
O=C(CC(=O)c1c(F)cccc1Cl)c1ccccc1O	5.0%	20%	21%	-4%	6%	-0.1%	4%	5.3%	-15%
O=C(c1ccc2c(c1)OCO2)N1CCC2(CC1)Oc1ccc(F)cc1C(=O)C21CC(c2ccccc2)=NO1 (configuration not stated)	6.5%	12%	9%	12%	2%	-0.2%	0%	-1.7%	-2%
O=C(c1cnc2ccc(Cl)cc2c1Cl)N1CCOCC1	.	-28%[20 µM]	1%	-2%	-25%	0.2%	5%	1.3%	-2%
O=C(CSCc1ccc(Br)cc1)N1CCCC1	-6.5%	-18%[20 µM]	-6%	4%	-17%	0.4%	11%	-1.6%	1%
CC1(C)CC(CCN)(Cc2ccccc2Cl)CCO1 (configuration not stated)	-1.5%	4%	8%	12%	-5%	-0.1%	6%	1.6%	5%
O=C(NCc1ccccc1Cl)C(=O)NCC1OCCN1S(=O)(=O)c1ccc(F)cc1 (configuration not stated)	5.3%	-16%	16%	8%	-20%	0.4%	-2%	1.1%	-3%
CCOc1cccc(CNc2ccc(O)cc2)c1OCc1ccc(Cl)cc1	-2.7%	9%	-18%	.	22%	-0.1%	28%	27%	-1%
O=C(CN1CCCCC1)N1c2ccccc2Sc2ccc(C(F)(F)F)cc21	-8.0%	14%	-3%	15%	-14%	0.5%	4%	1.5%	-12%
O=C(Cc1nnc(NC(=O)Nc2ccc(F)cc2)s1)Nc1ccccc1	-1.0%	-46%[20 µM]	14%	-8%	-17%	-0.1%	-2%	1.7%	6%
CCOC(=O)c1ccc([N+](=O)[O-])c(CS(=O)(=O)c2ccc(Cl)cc2)c1	-4.8%	-8%	8%	9%	-4%	-0.1%	1%	-1.3%	-4%

Screening results as filed in PubChem BioAssay.
